Screening data: PubChem BioAssay, The Scripps Research Institute Molecular Screening Center
PAFAH2 FP inh: inhibitors of human PAFAH2; recombinant PAFAH2, FP-rhodamine activity probe, fluorescence polarization; actives 0.99% (n = 340,000); AID 492956; inhibition, % at 3.39 µM; Q99487;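 active = inhibition above the mean over all tested compounds plus 3 SD, cut at about 30% in these data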;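 also: inhibitors block probe labeling of enzyme so polarization drops; 0% = enzyme with DMSO and 100% = wells lacking PAFAH2 protein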
PP5 primary: inhibitors of human protein phosphatase 5 (PP5); P53041; purified PP5c, OMFP substrate fluorescence; inhibition, % at 6.7 µM; actives 0.18% (n = 320,000);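 active = inhibition above the campaign's mean inhibition across all tested compounds plus 3 SD, cut at about 9.5% in these data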;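 also: 0% = DMSO only and 100% = 100 µM cantharidin control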
PP1 counter: PP1-alpha (human) inhibition in PP5 counter-screen; P62136; purified PP1alpha, OMFP fluorescence; inhibition, % at 6.7 µM; actives 0.9% (n = 320,000);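 active = inhibition above the mean inhibition of all tested compounds plus 3 SD, computed separately for each screening campaign, cut at about 15% in these data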
AHR activator: activators of human aryl hydrocarbon receptor | AHR-responsive luciferase reporter cells, luminescence | actives 2.5% (n = 320,000) | AID 2796 | activation, % at 5 µM | P35869; in the data active = activation above about 47%;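 also: 0% = vehicle wells and 100% = reference agonist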
Target sequence (P35869 whole entry, looked up): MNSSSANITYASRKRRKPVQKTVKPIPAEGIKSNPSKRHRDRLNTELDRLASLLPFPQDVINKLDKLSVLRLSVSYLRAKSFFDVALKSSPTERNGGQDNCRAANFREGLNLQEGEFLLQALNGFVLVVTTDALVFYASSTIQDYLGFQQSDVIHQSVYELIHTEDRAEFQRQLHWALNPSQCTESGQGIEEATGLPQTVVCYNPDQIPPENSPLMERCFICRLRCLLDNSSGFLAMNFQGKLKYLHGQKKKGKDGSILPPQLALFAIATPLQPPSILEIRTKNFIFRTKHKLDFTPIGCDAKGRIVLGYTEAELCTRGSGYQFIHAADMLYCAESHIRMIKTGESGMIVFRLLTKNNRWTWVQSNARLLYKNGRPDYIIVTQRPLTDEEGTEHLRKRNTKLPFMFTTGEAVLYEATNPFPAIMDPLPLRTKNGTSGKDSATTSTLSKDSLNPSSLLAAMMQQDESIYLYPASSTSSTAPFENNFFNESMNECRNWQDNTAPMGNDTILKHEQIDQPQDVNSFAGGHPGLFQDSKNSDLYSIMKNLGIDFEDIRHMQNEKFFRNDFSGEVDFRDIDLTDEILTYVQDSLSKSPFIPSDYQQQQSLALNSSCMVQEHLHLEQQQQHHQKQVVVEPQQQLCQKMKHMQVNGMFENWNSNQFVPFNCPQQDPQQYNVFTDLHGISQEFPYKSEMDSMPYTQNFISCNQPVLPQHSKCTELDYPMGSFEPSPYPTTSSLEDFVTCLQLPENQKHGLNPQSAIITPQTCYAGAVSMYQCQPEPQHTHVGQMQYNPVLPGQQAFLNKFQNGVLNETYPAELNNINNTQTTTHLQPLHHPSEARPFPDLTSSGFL
proCasp7 act: counter-screen for procaspase-3 activators: activators of human procaspase-7. recombinant procaspase-7, Ac-DEVD-pNA absorbance 405 nm; D23A/D198A/D206A triple mutant, cannot self-cleave; scale: DMSO 0, 5 µM enzyme 100. AID 463210. P55210. actives 0.093% (n = 330,000). activation, % at 8.5 µM;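 active = percent activation above the screen-wide mean plus 3 SD, cut at about 25% in these data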
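Assay system: Uncleavable procaspase-7 mutant enzyme; Input: 2 µM procaspase-7 mutant as dispensed; Also added: DEVD-pNA substrate; Medium: Zinc-free HEPES pH 7.4 with 300 mM NaCl, 0.01% Triton X-100; Timing: 1 h compound preincubation, 2 h substrate cleavage, 25 °C; Measured by: Epi-absorbance of released pNA at 405 nm, two timepoints.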
CTSL1 counter: blocks F. hepatica cathepsin L1 in PFM18AAP counter-screen | actives 0.49% (n = 300,000) | inhibition, % at 5.96 µM | recombinant F. hepatica cathepsin L1, Z-Leu-Arg-MCA fluorescence | AID 1906;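 active = inhibition above the mean of all tested compounds plus 3 SD, set per screening campaign, cut at about 17% in these data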;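 also: 0% = plate median of test compound wells and 100% = 1 µM Z-Phe-Ala-diazomethylketone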
TPT1 inhibitor: inhibitors of Candida albicans tRNA 2'-phosphotransferase TPT1; recombinant caTPT1, FP RNA substrate dephosphorylation; inhibition, % at 5 µM; actives 0.81% (n = 300,000);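 active = inhibition above the mean of all tested compounds plus 3 SD, set per screening campaign, cut at about 24% in these data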;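 also: plate controls were DMSO alone for no effect and ferristatin control at 100 nM for full effect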
procasp3 activ: activators of human procaspase-3. recombinant procaspase-3 D3A, Ac-DEVD-pNA absorbance 405 nm. activation, % at 8.5 µM. actives 0.11% (n = 330,000). AID 463141;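 active = activation above the mean of all tested compounds plus 3 SD, cut at about 21% in these data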;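 also: 0% = DMSO alone and 100% = DMSO wells spiked with extra 5 µM PC-3 D3A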
Target sequence (P42574 whole entry D9A/D28A/D175A): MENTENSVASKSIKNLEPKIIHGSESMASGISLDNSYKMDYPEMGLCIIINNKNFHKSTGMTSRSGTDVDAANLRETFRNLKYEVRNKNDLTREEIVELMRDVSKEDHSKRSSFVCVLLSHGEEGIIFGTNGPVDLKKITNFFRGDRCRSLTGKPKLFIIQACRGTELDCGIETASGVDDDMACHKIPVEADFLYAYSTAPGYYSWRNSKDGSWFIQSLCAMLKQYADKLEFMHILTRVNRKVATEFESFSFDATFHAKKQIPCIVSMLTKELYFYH
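Assay system: Autoprocessing-dead procaspase-3 D3A mutant enzyme; also added: Ac-DEVD-pNA; doses: one concentration, 8.5 µM nominal, 0.8% DMSO; times: 1 h compound preincubation, 2 h substrate hydrolysis at 25 °C; technique: 405 nm absorbance of p-nitroaniline, reads at 0 and 120 min; measure: % activation between DMSO and enzyme-spiked controls; repeats: single replicate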
HCV core dimer: HCV core protein dimerization inhibition; TR-FRET GST/Flag-core106 dimerization, 1536-well; inhibition, % at 5 µM; actives 0.33% (n = 300,000);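 active = inhibition above the mean of all tested compounds plus 3 SD, set per screening campaign, cut at about 45% in these data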
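test system = GST/Flag-tagged HCV core106 proteins | probe or stimulus = Eu donor and XL665 acceptor anti-tag antibodies | times = compound-protein-antibody incubation 4 h at 22.5 °C | signal = TR-FRET, excitation 340 nm, emission 617 and 671 nm | measure = percent inhibition of core106 dimerization signal | controls = wells lacking GST-core106 and wells with excess unlabelled core106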
* = called active by the depositor; / = not tested or not shown. The order is random; overall some 5.6% were active at least once.

SMILES	PAFAH2 FP inh	PP5 primary	PP1 counter	AHR activator	proCasp7 act	CTSL1 counter	TPT1 inhibitor	procasp3 activ	HCV core dimer
O=C(CSc1nnc(NC(=O)C2CC2)s1)Nc1ccc2c(c1)OCCO2	-4	0.1	0	3	3	-1	1	-8	-4
O=C(O)c1cccc(S(=O)(=O)Nc2ccc3oc(=O)sc3c2)c1	-4	2.3	0	-2	-34	1	-5	-25	-12
COc1ccc2c(c1)[nH]c1c(Cl)ncnc12	-3	0.5	-1	16	-2	2	-1	2	10
O=C1C2CC=C(Cl)CC2C(=O)N1CCCCCCN1C(=O)C2CC=C(Cl)CC2C1=O (configuration not stated)	29	2.8	3	-6	3	42*	5	-7	16
O=C(COC(=O)c1cc[n+]([O-])cc1)Nc1cccc(Cl)c1Cl	1	-3.1	-4	0	3	-8	-3	8	-2
O=C(O)C1CCN(S(=O)(=O)c2cccs2)CC1	-21	1.6	1	-1	5	-2	-1	8	-11
CCOc1ccc(NC(=S)Nc2ccc(C)c([N+](=O)[O-])c2)cc1	-2	2.7	0	4	-9	2	2	-5	0
CCN1C(=O)/C(=C/c2c(C)nn(C)c2C)SC1=S	-13	3.2	-3	2	-7	2	24*	-2	-1
O=C(c1cn(-c2ccccc2)nc1-c1ccc(Br)cc1)N1CCOCC1	0	0.3	3	4	-7	0	-1	3	6
CN(CC(=O)Nc1ccccn1)S(=O)(=O)c1ccc(Cl)cc1	-2	4.2	1	7	-1	3	-5	-2	-6
Cc1cc(C(=O)CSc2cccc[n+]2[O-])c(C)n1-c1ccc(OC(F)F)cc1	5	3.6	0	2	-6	12	0	0	3
CSc1ccc(/C=C(\NC(=O)c2ccccc2)C(=O)NCCN2CCOCC2)cc1	5	0.7	-3	1	-9	3	-3	-1	4
C=CCOc1ccc(/C=C2\SC(=Nc3cccnc3)NC2=O)cc1	-4	1.7	16*	9	1	5	-4	9	10
COc1ccc(-c2c(C#N)c(SCC(=O)c3cc4ccccc4oc3=O)nc(C)c2C(=O)Nc2ccccc2)cc1	-3	0.4	3	9	-8	-1	1	4	-6
CCc1nc2c(cnn2-c2ccc(Cl)cc2)c(=O)n1-c1ccc2c(c1)OCCO2	0	0.8	-6	0	4	2	-3	8	-1
Cc1cccc(NN=C2c3ccccc3-c3ccccc32)c1	1	2.9	0	88*	-5	1	0	-8	-5
O=C(Nc1cccnc1)/C(N=Nc1cccnc1)=C(\O)c1ccccc1	-15	0.3	4	61*	-11	3	-3	-9	-1
Cc1cc(N2C(=O)C3CCC(c4ccccc4)CC3C2=O)no1 (configuration not stated)	2	-0.2	1	3	13	-3	-1	7	1
O=C(Nc1ccccc1)/C(=C/c1cccc(Br)c1)NC(=O)c1ccco1	1	4.8	1	12	9	-1	4	2	-2
Cc1cccc(C)c1NC(=O)COC(=O)CCc1ccc(S(=O)(=O)N2CCCCC2)cc1	11	0.4	1	8	9	1	3	1	0
CC(=O)N1CCc2cc(S(=O)(=O)NC3CCCc4ccccc43)ccc21 (configuration not stated)	7	4.1	-1	7	8	1	-1	2	6
Cc1sc2nc(CN3CCOCC3)nc(NS(=O)(=O)c3ccccc3)c2c1C	-4	1.6	0	3	-3	-1	6	4	1
CCOC(=O)c1ccc(-c2ccc(/C=C(\C#N)C(=O)NCc3cccs3)o2)cc1	-4	0.6	1	3	0	-1	6	-6	2
COc1ccc(NC(=O)c2cn3c(nc4ccccc43)c(C#N)c2C)cc1	2	-0.5	-3	-3	16	-1	1	-2	3
CCN(CC)CCNC(=O)c1ccc(NC(=O)COc2ccc3c(c2)CCC3)cc1	0	-1.8	-2	2	12	/	/	1	/
Other results
SMILES	PAFAH2 FP inh	PP5 primary	PP1 counter	AHR activator	proCasp7 act	CTSL1 counter	TPT1 inhibitor	procasp3 activ	HCV core dimer
O=C1C2C(C(=O)N1/N=C/c1cc([N+](=O)[O-])ccc1O)C1C=CC2C12CC2 (configuration not stated)	4	-1.4	-2	1	-6	1	-2	2	-1
Cc1cc(C(=O)Nc2cccc(-c3ccc(N4CCOCC4)nn3)c2)ccc1[N+](=O)[O-]	4	3.5	4	-2	-2	3	-2	1	-7
C/C(=N\N1CCN(c2ccccc2)CC1)c1ccco1	-15	-0.9	-2	2	2	-2	1	-5	3
Cc1ccc(Cl)cc1NC(=O)COC(=O)CC(C)(C)C	7	-0.7	1	-1	1	-3	0	-1	1
Cc1cc(=O)oc2cc(OCCSCCN3CCCCC3)ccc12	-4	0.8	-3	1	0	1	-1	-5	-9
C=CCN(c1ccccc1)S(=O)(=O)c1ccc2c(c1)NC(=O)C(C)S2 (configuration not stated)	12	1.7	0	3	-8	6	3	-2	-6
CC(C)Cc1nnc(NC(=O)c2ccc([N+](=O)[O-])cc2)s1	-4	4.1	-2	2	13	0	4	1	3
CC1=C(C(=O)Nc2ccc(C)cc2C)C(c2cccc(Cl)c2)n2nc(C(=O)OC(C)C)nc2N1 (configuration not stated)	4	1.8	5	17	7	-1	2	2	-4
Cc1ccc(CONC(=O)c2ccc([N+](=O)[O-])cc2)cc1	2	-0.8	-2	-1	-4	/	/	1	/
COc1cc(C(=O)N/N=C2\CCS(=O)(=O)c3ccc(F)cc32)cc(OC)c1OC	2	1.3	-3	6	1	3	2	-6	8
Cn1c(CN2CCOCC2)nnc1SCC(=O)NCCc1ccccc1	2	1.5	0	-1	6	-2	0	4	1
CCOC(=O)[C@H]1[C@H]2COc3ccc(Cl)cc3[C@@H]2N2C(=O)CN(CC3CCCO3)C(=O)[C@@]12C (some centres not stated)	4	0.8	0	0	7	/	/	4	/
Cc1cc(OCC(=O)NCCO)cc(C)c1Cl	2	-1.7	-4	45	9	0	-7	3	4
O=C1CNC(=O)N1CC(O)Cn1c2ccccc2c2ccccc21 (configuration not stated)	8	2.6	-2	0	13	-4	0	0	2
COCCNC(=S)N/N=C/c1ccc(N2CCOCC2)cc1	1	0.8	-2	41	-8	5	-2	-1	-4
CCCCc1c(C)nn(-c2nnc3c4ccccc4n(C)c3n2)c1C	12	0.1	17*	14	0	2	-4	1	10
N#Cc1c(NC(=O)CN2CCN(C(=O)c3ccco3)CC2)sc2c1CCCCC2	3	0.7	3	1	17	-1	2	6	11
COc1cc(/C=N/NC(=O)c2cccs2)ccc1O	1	2.2	-2	2	-3	-1	-2	1	-2
COC(=O)Cn1c(=NC(=O)c2ccc(Cl)s2)sc2cc(C)ccc21	-3	-0.2	2	3	1	-1	0	3	-173
CC(=O)N(C)c1ccc(NCc2cc(=O)oc3cc(C)c(O)cc23)cc1	9	2.8	4	16	-1	3	-5	0	-14
COc1cc(CN2CCSCC2)c([N+](=O)[O-])cc1OC	1	5.3	-4	3	-1	-4	4	5	-6
Fc1cccc(Cn2ccc(-c3ccc4c(c3)OCO4)n2)c1	4	3.0	0	16	1	-1	0	2	-5
CCn1c(SCC(N)=O)nc2sc3c(c2c1=O)CCN(C)C3	-3	1.8	-3	3	-5	4	-5	-13	3
CCOc1ccc(C(=O)NC2CCN(CC(=O)NCc3cccs3)CC2)cc1	-2	-2.9	-2	3	8	3	0	1	-6
N#Cc1nc(-c2ccco2)oc1NCc1ccc(F)cc1	-4	-1.6	-2	-5	-5	5	-2	-3	-4

By substructure, the compounds so far with bromine (2)
SMILES	PAFAH2 FP inh	PP5 primary	PP1 counter	AHR activator	proCasp7 act	CTSL1 counter	TPT1 inhibitor	procasp3 activ	HCV core dimer
O=C(c1cn(-c2ccccc2)nc1-c1ccc(Br)cc1)N1CCOCC1	0	0.3	3	4	-7	0	-1	3	6
O=C(Nc1ccccc1)/C(=C/c1cccc(Br)c1)NC(=O)c1ccco1	1	4.8	1	12	9	-1	4	2	-2

Some of these compounds in order of their number in PAFAH2 FP inh, smallest number first:
SMILES | PAFAH2 FP inh
CC(C)Cc1nnc(NC(=O)c2ccc([N+](=O)[O-])cc2)s1 | -4
COCCNC(=S)N/N=C/c1ccc(N2CCOCC2)cc1 | 1
Cc1cc(C(=O)Nc2cccc(-c3ccc(N4CCOCC4)nn3)c2)ccc1[N+](=O)[O-] | 4

Other structures.
SMILES	PAFAH2 FP inh	PP5 primary	PP1 counter	AHR activator	proCasp7 act	CTSL1 counter	TPT1 inhibitor	procasp3 activ	HCV core dimer
C/C(=N\NC(=O)c1c(C)nc2ccccn12)c1ccc(C(C)(C)C)cc1	-6	-0.6	-1	29	-3	7	-3	-3	-8
CC(C)CC(NC(N)=O)C(=O)Nc1ccc(Cl)c(Cl)c1 (configuration not stated)	8	2.2	-2	2	7	7	-1	2	-3
N#CC1(c2ccccc2)CCCN1C(=O)c1ccccc1Br (configuration not stated)	4	-1.0	-1	3	6	-2	-23	5	-6
Cc1cc(=O)oc2cc(OCC(=O)NCCN3CCOCC3)ccc12	3	0.2	-1	1	-2	3	2	-2	6
CC(=O)c1c(C)n(C)c2ccc(OC(=O)c3ccc([N+](=O)[O-])cc3)cc12	-6	-0.3	1	2	7	-2	-1	-2	9
CC(=O)N1CCOCCOCCN(C(C)=O)CCOCC1	2	-0.7	-1	0	3	1	1	11	-1
COc1cc(OC)c(OC)cc1CNC(=O)c1cc(=O)[nH]c2ccccc12	-2	-0.3	3	0	9	-1	-2	6	-9
Cc1nn(CC(=O)NCCN2CCOCC2)c(=O)c2cc3sccc3n12	4	-2.2	-2	1	11	1	3	5	-5
CC(C)(C)C(=O)O/N=C(\N)c1c(Cl)cccc1Cl	5	1.2	-7	-1	3	3	-7	3	-6
CSc1nc2ccccc2cc1/C=C(\C#N)c1cccc(C)c1	-8	-0.7	-4	33	-6	1	6	-8	5
CC(=O)Nc1nc2ccc(C(=O)NC3CCCCC3)cc2s1	-1	1.2	2	5	8	0	-5	-3	0
COc1ccc(N(CC(=O)NCC2CCCO2)C(=O)CCC(=O)Nc2nccs2)c(OC)c1 (configuration not stated)	4	2.0	-2	2	-7	-2	-2	-7	2
COc1ccc(C(Sc2ccccc2)c2ccccc2)cc1OC (configuration not stated)	7	2.2	-3	3	-7	2	-2	-2	-1
CC(Sc1ccccc1)C(=O)NN=C1CCN(C)CC1 (configuration not stated)	/	0.2	2	1	11	-3	0	9	-1
Cc1cc(NC(=O)CN2C(=O)NC(C)(CCc3ccccc3)C2=O)no1 (configuration not stated)	-4	-1.5	-6	2	9	-1	-1	0	4
CCCCc1c(C)nc2c(OC)cccc2c1SCCC(=O)O	-10	-1.1	0	6	4	5	1	2	4
FC(F)(F)c1ccc(N2CCOCC2)c(NC2=NCCCCC2)c1	0	-1.1	-1	19	-12	2	0	5	-2
O=C(NCC(=O)N1CCN(c2ccccn2)CC1)c1ccc(Br)o1	12	-2.3	-2	0	-4	2	-1	8	-13
COc1ccccc1C(=O)Nc1sc2c(c1C#N)CCC2	5	-1.6	3	22	4	-3	3	-2	1
CNC(=O)c1nc(C)n(-c2ccc(Cl)cc2Cl)n1	8	-0.6	-3	0	-3	4	-1	-2	4
CSCCC(NC(=O)c1ccco1)C(=O)OCC(=O)N(Cc1ccccc1)C(C)(C)C (configuration not stated)	-7	0.3	-3	-1	6	-9	-2	5	0
